Compound activity: PubChem BioAssay, several laboratories
CHOP inh: CHOP inhibition in unfolded protein response; CHO-K1 CHOP-promoter luciferase, tunicamycin-induced, 15-18 h; 220,000 compounds, 3.8% hits; inhibition, % at 10 µM; AID 2732;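 active = compounds that reduced the stress-induced luciferase reporter signal by more than about 70% of percent inhibition, limit read from the data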;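 note: 0% = tunicamycin plus vehicle and 100% = wells without tunicamycin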
PPC-1+TRAIL kill: compounds killing PPC-1 cancer cells with TRAIL present (potentiator screen, no TRAIL-free arm). cell killing (% activity), % at 4 µM. 220,000 compounds, 0.41% hits. PPC-1 cells + TRAIL, ATPLite viability luminescence;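 active = cell killing above 50% in the first pass at 4 µM, then a duplicate retest at 5 µM averaging 50% or more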;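 note: plate controls were cells with TRAIL plus DMSO for no effect and medium-only wells lacking cells for full effect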
TRPML3 agonist: activates the human TRPML3 channel; Q8TDD5; HEK293 TRPML3-YFP, Fluo-8 calcium fluorescence; 100% = the carbachol control signal; activation, % at 3 µM; 220,000 compounds, 0.29% hits; AID 1448;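 active = activation above its plate's cutoff, the mean activation of the plate's test wells plus 3 SD, cut at about 12% in these data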;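 note: 0% = DMSO only wells and 100% = carbachol wells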
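Test system: TRPML3-YFP stable HEK293 cells. Doses: single point at 3 µM. Incubation: dye loading 1 h 37 °C then 30 min ambient, 125 s read. Signal: Fluo-8 calcium dye fluorescence, ex 470-495, em 515-575 nm. Measure: percent activation from peak-to-basal fluorescence ratio, scaled between DMSO and carbachol.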
BaF3 tox: counter-screen for JAK2V617F inhibitors: parental Ba/F3 viability inhibitors; 220,000 compounds, 1.1% hits; inhibition, % at 5.6 µM; CellTiter-Glo ATP luminescence;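 active = inhibition above a per-campaign cutoff, the mean inhibition of all tested compounds plus 3 SD, cut at about 27% in these data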;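 note: 0% = DMSO wells and 100% = JAK Inhibitor I control wells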
Ba/F3 V617F tox: reduce viability of Ba/F3 cells dependent on JAK2V617F; Ba/F3 EpoR-JAK2V617F viability, ATP luminescence; inhibition, % at 5.6 µM; 220,000 compounds, 1.1% hits; AID 1446;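 active = inhibition above the campaign mean plus 3 SD over all tested compounds, cut at about 24% in these data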;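 note: cytokine-independent growth of Ba/F3 cells driven by EpoR plus mutant JAK2; 0% = DMSO-treated cells and 100% = JAK inhibitor I control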
Wee1 degr inh: inhibitors of human Wee1 degradation; P30291; 220,000 compounds, 1.2% hits; HeLa Luc-Wee1K328M stability, luciferase luminescence; 100% = proteasome inhibitor MG132 effect; reporter increase, % at 5 µM;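 active = activation above the mean of all tested compounds plus 3 SD, set per screening run, cut at about 8.8% in these data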;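 note: cells exposed to compound for 20 h before luminescence read; 0% = DMSO alone and 100% = MG132 at 30 µM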
Target sequence (P30291 whole entry K328M): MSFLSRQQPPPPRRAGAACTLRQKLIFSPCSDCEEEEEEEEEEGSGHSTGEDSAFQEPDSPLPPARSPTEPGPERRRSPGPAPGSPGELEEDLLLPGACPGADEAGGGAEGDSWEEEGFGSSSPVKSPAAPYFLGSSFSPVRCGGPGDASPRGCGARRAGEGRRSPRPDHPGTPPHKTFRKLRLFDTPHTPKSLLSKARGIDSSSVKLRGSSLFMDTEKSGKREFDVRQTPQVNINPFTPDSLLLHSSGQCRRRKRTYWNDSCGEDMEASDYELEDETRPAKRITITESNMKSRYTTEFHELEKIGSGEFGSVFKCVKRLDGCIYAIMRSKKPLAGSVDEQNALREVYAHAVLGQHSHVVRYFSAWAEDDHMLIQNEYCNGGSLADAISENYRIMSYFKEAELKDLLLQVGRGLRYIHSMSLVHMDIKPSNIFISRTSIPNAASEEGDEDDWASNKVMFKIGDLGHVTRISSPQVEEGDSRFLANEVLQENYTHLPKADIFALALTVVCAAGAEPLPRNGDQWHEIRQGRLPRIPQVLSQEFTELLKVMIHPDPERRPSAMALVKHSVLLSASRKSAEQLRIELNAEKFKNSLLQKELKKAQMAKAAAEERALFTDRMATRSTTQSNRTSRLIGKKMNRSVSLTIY
RBBP9 inhibitor: human RBBP9 hydrolase inhibition | recombinant RBBP9, FP-Rh probe fluorescence polarization | inhibition, % at 7.94 µM | 220,000 compounds, 0.2% hits | AID 1515;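 active = inhibition above the campaign mean of all tested compounds plus 3 SD, cut at about 14% in these data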;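 note: plate controls were DMSO wells with RBBP9 for no effect and wells lacking RBBP9 protein for full effect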
Target sequence (O75884 whole entry, looked up): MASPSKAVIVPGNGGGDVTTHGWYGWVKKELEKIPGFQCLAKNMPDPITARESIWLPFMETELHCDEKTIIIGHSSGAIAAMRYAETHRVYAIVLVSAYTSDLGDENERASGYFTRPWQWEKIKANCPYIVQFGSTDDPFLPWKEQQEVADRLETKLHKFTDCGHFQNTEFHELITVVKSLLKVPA
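Test system: recombinant human RBBP9; Timing: 30 min then 45 min, 25 °C; Detection: fluorescence polarization; Control set: RBBP9 with DMSO as uninhibited control, no-protein wells as full inhibition; Compound dosing: one concentration, 7.94 µM nominal, 0.794% DMSO; Probe or stimulus: FP-Rh activity-based probe, 375 nM before mixing.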
zfTRPN1 agonist: zebrafish TRPN1 (NompC) channel agonism. activation, % at 3 µM. AID 1424. 220,000 compounds, 0.18% hits. HEK293 zebrafish TRPN1-YFP, Fluo-8 calcium fluorescence; 100% = response to 87 µM carbachol;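 active = activation above its plate's cutoff, the mean activation of test wells on that plate plus 3 SD, cut at about 19% in these data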;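 note: 0% = DMSO alone and 100% = 87 µM carbachol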
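Material – zebrafish TRPN1-YFP in HEK293 cells · Doses – 3 µM single point · Schedule – dye 1 h 37 °C plus 30 min RT · Signal – Fluo-8 calcium fluorescence, excitation 470-495 nm, emission 515-575 nm · Read-out – % activation versus carbachol response · Control set – carbachol high, DMSO low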
TNF death inh: blocks TNF-alpha induced death of Jurkat FADD-/- cells; Jurkat FADD-/- TNF necroptosis rescue, ATP luminescence, 24 h; 0 = TNF only, 100 = no-TNF cells; activation (protection from cell death), % at 10 µM; 220,000 compounds, 0.068% hits; AID 463075;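 active = activation, meaning protection from cell death, of at least 50% relative to plate controls; inactive = activation below 50%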;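 note: necroptosis triggered by 40 ng/mL TNF-alpha added together with compound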
* hit, by the source's call; · = no result given.

nr	SMILES	CHOP inh	PPC-1+TRAIL kill	TRPML3 agonist	BaF3 tox	Ba/F3 V617F tox	Wee1 degr inh	RBBP9 inhibitor	zfTRPN1 agonist	TNF death inh
1	COCCN1Cc2cccc(C(=O)Nc3ccc(C)cc3)c2C1=O	-13	-2	0.5	6	-1	-3	-5	1.0	0.0
2	CC(NS(=O)(=O)c1cccc(S(=O)(=O)c2ccccc2)c1)C(=O)O (configuration not stated)	-21	12	0.4	31*	-1	-2	2	1.5	3.2
3	CC(=NCc1ccco1)c1c(C)[nH]n(-c2nc3ccccc3s2)c1=O	10	28	-0.6	6	3	-2	-8	1.1	-2.0
4	Cc1c(Cl)c([N+](=O)[O-])nn1CCCC(=O)N1CCN(c2ccccc2)CC1	42	6	0.6	1	-3	-2	-7	2.0	-3.3
5	CCOc1ccc(NC(=S)N(Cc2ccc(N(C)C)cc2)Cc2ccco2)cc1	37	16	-0.4	6	5	-1	-8	-0.9	-2.6
6	CC1(C)CC2CC(C)(CN2C(=O)CCCN2C(=O)c3ccccc3C2=O)C1 (configuration not stated)	6	5	-0.1	4	2	2	-10	0.8	3.2
7	c1csc(-c2nnc(COc3ccc4c(c3)OCO4)o2)c1	-7	1	0.4	2	-2	-1	-5	-1.5	0.1
8	CC(=O)N(NC(N)=O)C(C)CC(=O)C1C(C)C=CCC1(C)C (configuration not stated)	3	0	1.0	-3	-2	-3	0	1.0	-0.4
9	O=C1CN(C(=O)COC(=O)/C=C/c2ccc(S(=O)(=O)N3CCOCC3)cc2)c2ccccc2N1	11	-6	1.0	2	-1	3	-3	0.9	1.7
10	O=C(O)CCNc1nc(-c2ccccc2)nc2ccccc12	16	-1	0.8	2	-3	-1	-4	0.7	-1.5
11	CCOc1ccc(N2C(=O)CC(Sc3ncccn3)C2=O)cc1 (configuration not stated)	14	30	0.1	3	-1	-2	-9	-0.1	0.2
12	COc1cc(C(=O)OC(C)CN2CCCC2)cc(OC)c1OC (configuration not stated)	21	28	0.8	-1	-3	-1	-2	1.7	-0.3
13	CCCCCC(=O)Nc1nc(C)c(-c2csc(Nc3cc(OC)ccc3OC)n2)s1	33	7	0.2	7	5	-3	-3	0.6	-1.9
14	COc1ccc(NC(=O)CCN2CCN(S(=O)(=O)c3cc(Cl)ccc3OC)CC2)cc1	34	6	0.5	5	-3	0	-14	3.6	0.9
15	O=c1c2ccccc2c(C=NC2CCN(Cc3ccccc3)CC2)c(O)n1Cc1ccc2c(c1)OCO2	6	31	0.2	7	-1	5	-6	-0.7	7.5
16	CC(=O)c1cccc(NC(=O)COC(=O)c2ccc(S(C)(=O)=O)c([N+](=O)[O-])c2)c1	-67	21	0.6	2	-2	-2	-8	-0.7	0.4
17	CCn1cc(C(=O)OC)c(=O)c2cc(S(=O)(=O)N(C)C3CCCCC3)ccc21	6	-6	1.9	8	1	2	6	2.1	1.0
18	COc1ccccc1N1CCN(C(=O)Nc2cccc(C)c2)CC1	51	8	2.9	5	5	-2	-5	0.7	-2.8
19	O/N=C/c1ccc(OCc2ccccc2F)c(Cl)c1	5	30	-0.4	7	1	1	-5	0.4	-1.5
20	Cc1cccc(/C=N\NC(=O)c2ccc(Cl)cc2)c1O	98*	34	0.5	2	-1	-1	-11	0.1	-7.9

3 structures already listed, ordered by count of non-hydrogen atoms, lowest first.
nr	SMILES	CHOP inh	PPC-1+TRAIL kill	TRPML3 agonist	BaF3 tox	Ba/F3 V617F tox	Wee1 degr inh	RBBP9 inhibitor	zfTRPN1 agonist	TNF death inh
20	Cc1cccc(/C=N\NC(=O)c2ccc(Cl)cc2)c1O	98*	34	0.5	2	-1	-1	-11	0.1	-7.9
12	COc1cc(C(=O)OC(C)CN2CCCC2)cc(OC)c1OC (configuration not stated)	21	28	0.8	-1	-3	-1	-2	1.7	-0.3
13	CCCCCC(=O)Nc1nc(C)c(-c2csc(Nc3cc(OC)ccc3OC)n2)s1	33	7	0.2	7	5	-3	-3	0.6	-1.9

(list continues)
nr	SMILES	CHOP inh	PPC-1+TRAIL kill	TRPML3 agonist	BaF3 tox	Ba/F3 V617F tox	Wee1 degr inh	RBBP9 inhibitor	zfTRPN1 agonist	TNF death inh
21	C=CCc1cccc(/C=N/NC(=O)c2ccccc2Br)c1O	26	17	0.1	4	-3	1	-8	-1.0	-7.8
22	COc1cc(OC)cc(C2C(C#N)=C(N)Oc3n[nH]c(-c4cccnc4)c32)c1 (configuration not stated)	-11	-8	-0.3	1	-5	-1	-7	-0.9	-1.3
23	CCCC[C@@H]1C[C@H]1[C@@H](NC(=O)c1ccco1)c1ccc(Cl)cc1	56	13	0.4	5	-1	-2	-2	-2.1	0.4
24	CCOC(=O)Cn1cnc2c(nnn2-c2ccc(OC)cc2)c1=O	2	2	0.8	3	0	3	-13	0.5	0.3
25	Cc1ccccc1Cn1nc(C)c(NC(=O)C2c3ccccc3Oc3ccccc32)c1C	51	22	0.8	6	4	3	-4	0.3	3.2
26	CN(C)c1ccc(N=C/C=C2/N(C)c3ccccc3C2(C)C)cc1	0	17	0.3	13	6	-1	0	0.7	0.4
27	O=C(NNC(=O)c1ccc(NC(=O)c2ccccc2)cc1)Nc1ccccc1	9	-4	0.6	0	-1	-3	-5	0.2	1.9
28	OC1CCCN(Cc2cn(Cc3ccccc3)nc2-c2cc3ccccc3o2)C1 (configuration not stated)	1	19	0.4	1	-4	-2	-6	1.2	3.6
29	Cc1nn(-c2ccccc2)c(N2CCCC2)c1/C=N/NC(=O)c1cc2ccccc2cc1O	6	13	0.3	1	-3	-2	0	-0.5	-3.2
30	CCN(CC)S(=O)(=O)c1ccc2[nH]cc(C(=O)NCCc3ccccc3)c(=O)c2c1	58	37	0.6	5	1	-2	-1	1.6	-0.2
31	CCCCC(=O)Nc1cc(N(C)C)nc2ccccc12	0	10	-0.5	4	-2	-3	8	-1.5	0.5
32	Cc1ccc(NC(=O)COC(=O)c2ccc3c(c2)NC(=O)C2CCCN32)cc1C (configuration not stated)	-8	26	0.7	6	-2	-2	-13	-0.1	-3.9
33	Cc1cccc(NC(=O)CN2C(=O)S/C(=C\c3cc(C)n(C)c3C)C2=O)c1	62	-10	0.5	11	3	0	-5	0.4	2.3
34	CCOc1ccc(/C=C2\SC(=S)N(Nc3ccccc3)C2=O)cc1OC	82*	16	1.0	3	1	-1	-9	1.4	2.5
35	COc1ccc2c(c1)[nH]c1c(=O)n(CCN(C)C)cnc12	2	-8	0.5	5	3	0	-1	0.7	1.5
36	COc1cccc(=O)c2c(C)oc(C)c12	29	6	0.2	7	6	-2	-6	1.4	-2.5
37	Cc1ccc(CNC(=O)c2cccc(S(C)(=O)=O)c2)cc1	-2	9	0.8	3	1	1	4	1.0	-0.5
38	COCCn1c(C)cc(C(=O)COC(=O)CCc2ccc(S(=O)(=O)N3CCOCC3)cc2)c1C	17	3	0.2	0	-4	-3	-2	1.5	-2.9
39	c1ccc(Nc2nc(N3CCCCC3)nc(N3CCNCC3)n2)cc1	31	21	1.2	7	-4	1	-3	0.4	-1.7
40	CCCc1cc(NCCCCO)n2c(nc3ccccc32)c1C#N	-25	20	0.0	8	4	2	-1	-0.8	-0.8
41	CN(CCC#N)C(=O)COC(=O)c1ccc2c(=O)n3c(nc2c1)CCC3	-6	22	1.3	3	2	0	-9	1.5	0.7
42	CC(C)(C)c1ccc(S(=O)(=O)NCc2ccc(C(=O)NCc3ccccn3)cc2)cc1	18	8	-0.6	5	6	2	-13	-0.2	-0.4
43	Cc1ccc(C)c(CSc2nnc(CCN)o2)c1	37	15	1.2	3	0	2	2	0.2	-0.2
44	CCN(C(=O)COC(=O)CNC(=O)c1ccc2ccccc2c1)C1CCS(=O)(=O)C1 (configuration not stated)	-3	10	0.0	-2	-3	7	0	-1.5	0.3
45	Cc1ccc(NC(=O)CN(C)C(=O)c2n[nH]c(=O)c3ccccc23)cc1	-19	22	0.5	4	1	3	1	0.6	0.0
46	CC1c2ccccc2N(NC(=O)Cc2ccccc2)C1C (configuration not stated)	2	6	0.4	2	3	0	-4	0.3	0.1
47	Cc1ccc(C#N)c(SCc2cc3c(cc2Cl)OCO3)n1	52	-10	0.4	-3	-3	-1	-2	1.1	-1.3
48	O=C(NCc1ccccn1)c1ccc(Cl)c(S(=O)(=O)Nc2ccccc2C(=O)NCc2ccccn2)c1	-20	1	0.1	9	5	-1	-8	0.2	-0.9
49	CCc1cccc2c(C#N)cn(CC(=O)NCc3ccco3)c12	0	7	-0.5	6	3	1	1	-0.4	-2.0
50	C=CCNC(=S)N/N=C(\C)c1ccc(OC)cc1	-17	29	0.1	9	2	-2	0	-1.2	0.0

In the list so far, 3 have an aryl thioether with sulfur outside any ring.
nr	SMILES	CHOP inh	PPC-1+TRAIL kill	TRPML3 agonist	BaF3 tox	Ba/F3 V617F tox	Wee1 degr inh	RBBP9 inhibitor	zfTRPN1 agonist	TNF death inh
11	CCOc1ccc(N2C(=O)CC(Sc3ncccn3)C2=O)cc1 (configuration not stated)	14	30	0.1	3	-1	-2	-9	-0.1	0.2
43	Cc1ccc(C)c(CSc2nnc(CCN)o2)c1	37	15	1.2	3	0	2	2	0.2	-0.2
47	Cc1ccc(C#N)c(SCc2cc3c(cc2Cl)OCO3)n1	52	-10	0.4	-3	-3	-1	-2	1.1	-1.3

(list continues)
nr	SMILES	CHOP inh	PPC-1+TRAIL kill	TRPML3 agonist	BaF3 tox	Ba/F3 V617F tox	Wee1 degr inh	RBBP9 inhibitor	zfTRPN1 agonist	TNF death inh
51	COc1ccccc1OCCn1cc(/C=N/n2cnnc2)c2ccccc21	-16	19	0.9	4	-4	-1	-4	-0.1	1.8
52	O=C(c1sc2ccccc2c1Cl)N(Cc1ccco1)C1CCS(=O)(=O)C1 (configuration not stated)	-3	5	0.5	2	-2	-4	-1	-0.5	-4.5
53	O=C(CC(=O)NN=C1CCCC1)NCCc1ccccc1	-6	21	0.2	1	-6	0	-6	-1.6	1.0
54	COc1ccc2[nH]c(C)c(C(=O)CN3CCc4cc(OC)c(OC)cc4C3)c2c1	·	7	0.0	1	-2	-1	1	-0.3	-7.1
55	O=C(CNC(c1ccccc1)c1ccccc1)Nc1ccccc1-c1ccccc1	64	3	-0.1	4	-1	-3	-9	-1.3	0.9
56	CCCc1cc(=O)c2ccc(OCC(C)=O)cc2o1	6	2	-0.2	6	-4	0	1	-0.6	1.3
57	CCC(=O)Nc1ccc(-c2nc3ccccc3c(=O)o2)cc1	-2	41	0.1	4	5	13*	-7	0.4	-0.5
58	CCOP(=O)(O)c1cccc(OCCOCCOc2cccc(P(=O)(O)OCC)c2)c1	-10	13	0.5	6	5	1	-6	1.6	0.1
59	COC(=O)c1nnn(Cc2ccccc2)c1N	-14	-2	0.1	6	4	-1	-9	0.5	1.3
